# M1 antag = antagonists of human M1 muscarinic receptor. inhibition, % at 3 µM. 360,000 tested, 1.3% active. CHO-K1 hM1, Fluo-8 calcium fluorescence, ACh EC80 antagonist. P11229;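 active means percent inhibition above its own plate's cutoff, namely the mean of that plate's compound wells plus 3 SD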;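 further: peak over basal fluorescence ratio during 140 s after agonist addition; 0% = ACh EC80 plus DMSO and 100% = DMSO alone without agonist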
# Target sequence (P11229 whole entry, looked up): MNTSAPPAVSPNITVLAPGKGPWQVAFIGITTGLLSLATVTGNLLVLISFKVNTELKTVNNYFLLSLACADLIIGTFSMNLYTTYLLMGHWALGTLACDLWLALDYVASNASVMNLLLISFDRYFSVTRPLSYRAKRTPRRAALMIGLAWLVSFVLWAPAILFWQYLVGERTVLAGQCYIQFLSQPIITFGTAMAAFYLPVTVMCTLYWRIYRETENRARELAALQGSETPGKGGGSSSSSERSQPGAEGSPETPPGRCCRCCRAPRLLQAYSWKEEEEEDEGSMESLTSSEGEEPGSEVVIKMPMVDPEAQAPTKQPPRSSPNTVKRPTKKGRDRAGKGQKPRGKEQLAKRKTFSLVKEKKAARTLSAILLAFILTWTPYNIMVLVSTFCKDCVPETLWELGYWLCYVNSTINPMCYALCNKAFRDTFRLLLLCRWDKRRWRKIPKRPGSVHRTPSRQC
# CHRM1 agonist = agonists of human M1 muscarinic receptor. activation, % at 3 µM. CHO-K1 hM1, Fluo-8 calcium fluorescence, agonist mode; 0% DMSO, 100% acetylcholine EC100. 360,000 tested, 0.33% active. AID 588814. P11229;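 active means activation above the run's mean compound activation plus 3 SD, cut at about 16% in these data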;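 further: peak over basal fluorescence ratio within a 140 s kinetic read after compound addition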
# CHRM4 agonist = agonists of human muscarinic M4 receptor (CHRM4); P08173; CHO-K1 hM4/Gqi5, Fluo-8 calcium fluorescence; vehicle 0%, full acetylcholine response 100%; activation, % at 3 µM; 360,000 tested, 0.14% active; AID 624127;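 active means activation above the run mean over all test wells plus 3 SD, cut at about 32% in these data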;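 further: peak over basal fluorescence ratio per well then scaled between controls; 0% = DMSO wells and 100% = acetylcholine at EC100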
# M5 ag = agonists of human muscarinic M5 receptor (CHRM5); P08912; CHO-K1 hM5 cells, Fluo-8 calcium fluorescence; 0% DMSO wells, 100% maximal acetylcholine response; activation, % at 3 µM; 360,000 tested, 0.19% active;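 active means activation above the run's mean over test compounds plus 3 SD, cut at about 23% in these data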;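 further: signal is peak over basal fluorescence ratio across the kinetic read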
# M1 PAM = potentiates human M1 receptor response to acetylcholine | CHO-K1 hM1, Fluo-8 calcium fluorescence, ACh EC20; 0% = ACh EC20, 100% = maximal ACh | AID 588819 | 360,000 tested, 0.088% active | P11229 | activation, % at 3 µM; in the data active means activation above about 19%, passing the limit was not always enough
# CHRM4 antagonist = CHRM4 antagonism in calcium assay. CHO-hM4 cells, ACh EC80, Fluo-8 calcium fluorescence. 360,000 tested, 0.73% active. P08173. inhibition, % at 3 µM;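 active means inhibition above its plate's cutoff, the mean inhibition of sample wells plus 3 SD, cut at about 27% in these data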;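 further: 0% = acetylcholine EC80 with DMSO and 100% = DMSO without agonist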
# TAAR1 agonist = agonists of human TAAR1; CHO RD-HGA16 TAAR1, Fluo-8 calcium fluorescence; vehicle wells 0%, saturating PEA agonist 100%; AID 624467; activation, % at 3 µM; 360,000 tested, 0.99% active;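 active means activation above the mean activation of all test compounds in the run plus 3 SD, cut at about 38% in these data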
# Target sequence (Q96RJ0 whole entry, looked up): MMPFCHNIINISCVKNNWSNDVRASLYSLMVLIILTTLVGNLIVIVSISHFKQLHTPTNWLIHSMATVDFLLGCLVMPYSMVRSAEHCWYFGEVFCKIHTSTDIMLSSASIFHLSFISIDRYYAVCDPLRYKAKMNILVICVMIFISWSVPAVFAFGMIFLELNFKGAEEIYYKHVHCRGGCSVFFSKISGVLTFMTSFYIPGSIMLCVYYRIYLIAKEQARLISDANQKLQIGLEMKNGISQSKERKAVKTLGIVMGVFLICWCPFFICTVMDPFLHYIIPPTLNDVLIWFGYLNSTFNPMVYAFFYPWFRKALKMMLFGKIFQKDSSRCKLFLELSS
#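 Benchmarks: low control DMSO, high control PEA (EC100); System: CHO RD-HGA16 cells carrying human TAAR1 plus Gα16; Detection: Fluo-8 fluorescence, 5 s baseline then 140 s kinetic read; Schedule: 17-24 h plating, Fluo-8 75 min 37 °C, 30 min RT; Read-out basis: % activation from peak over basal fluorescence ratio, DMSO-to-PEA scaled.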
# M5 PAM = potentiates acetylcholine response at human M5 receptor; CHO-K1 hM5, Fluo-8 calcium, ACh EC20 PAM; 0% = ACh EC20, 100% = ACh EC100; AID 624038; 360,000 tested, 0.3% active; activation, % at 3 µM; P08912;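 active means activation above the run cutoff, the mean activation of all test compounds plus 3 SD, cut at about 18% in these data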
#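 system = human M5 receptor in CHO-K1 cells | compound = one concentration, 3 µM final (nominal) | schedule = Post-acetylcholine fluorescence recording 140 s | signal = Fluo-8 calcium dye fluorescence, kinetic read | benchmarks = low control EC20 acetylcholine (0%), high control EC100 acetylcholine (100%) | repeats = singlicate, one well per test compound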
# CHRM5 antagonist = CHRM5 antagonism in calcium assay. 360,000 tested, 0.59% active. P08912. inhibition, % at 3 µM. AID 624040. CHO-hM5 cells, Fluo-8 calcium fluorescence, ACh EC80;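 active means inhibition above a per-plate cutoff, the mean of that plate's test compounds plus 3 SD, cut at about 27% in these data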;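 further: 0% = acetylcholine EC80 with DMSO and 100% = DMSO without agonist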
# * marks the source's active call; other numbers are inactive results; nt = no result given. An excerpt (hit frequency here may not be typical).
SMILES,M1 antag,CHRM1 agonist,CHRM4 agonist,M5 ag,M1 PAM,CHRM4 antagonist,TAAR1 agonist,M5 PAM,CHRM5 antagonist
Cc1ccc(C)c(NC(=O)C2CC(Cl)=CCC2C(=O)O)c1 (stereo unspecified),-3,-1,0,1,4,0,2,7,-6
CN(CC(=O)Nc1ccc(Cl)c(C(F)(F)F)c1)C(=O)Cc1cccs1,-2,1,10,5,7,-2,10,-2,11
Cc1ccc(CN2C(=O)C(Cc3ccccc3)Nc3ncnc(N4CCOCC4)c32)cc1 (stereo unspecified),11,-5,4,1,-6,-5,4,-3,1
CCOC(=O)CC1C(=O)NCCN1S(=O)(=O)c1cc(Cl)c(Cl)cc1Cl (stereo unspecified),-6,-3,1,-3,5,5,13,7,-6
COc1ccc(C2NC(=S)NC3=C2CCc2ccccc23)cc1OC (stereo unspecified),-3,-7,0,-6,1,7,5,-9,-3
O=C(O)CCC(=O)Nc1nc2ccc([N+](=O)[O-])cc2s1,-13,0,0,-1,3,7,0,-2,-1
O=C(COc1ccc(Br)cc1)Nc1ccc(NC(=O)c2ccccc2)cc1,-20,-1,1,-4,15,-6,3,0,19
CSc1cccc(NC(=O)CN(Cc2ccc(Cl)cc2)S(C)(=O)=O)c1,-8,-5,1,-2,-1,14,3,-10,8
CCN1CCN(c2nc3ccccc3n3cnnc23)CC1,-3,-8,0,1,3,4,-2,4,-3
O=C(c1ccco1)N1CCN(C(=O)c2ccccc2OCc2ccccc2)CC1,7,1,13,0,-9,-6,1,-23,12
O=C1c2ccccc2C(=O)N1CCc1csc(-c2cccc(Cl)c2)n1,7,-4,1,-1,-3,2,8,-5,2
CCOC(=O)c1cc2c(=O)n3ccccc3nc2n(CCCOC)c1=NC(=O)c1ccncc1,3,-4,12,-3,2,-26,13,-13,2
CCOC(=O)c1[nH]c2ccccc2c1NC(=O)c1ccc2c(c1)OCO2,-5,-3,2,2,4,-21,0,-5,-4
O=C(OCc1ccc([N+](=O)[O-])cc1)c1cnc(Cl)c(Cl)c1,2,-8,-1,-6,-4,6,-5,-5,15
CCCCn1c(CCCNC(=O)CC)nc2ccccc21,-8,-3,0,1,-1,-9,5,-5,1
O=c1cc(CSc2nnnn2-c2ccccc2)nc2sccn12,5,0,1,-2,1,4,2,-6,-10
CN1CCN(S(=O)(=O)c2ccc(Sc3nnc(-c4cccs4)n3-c3ccccc3)nc2)CC1,8,-2,10,-4,1,3,13,-5,-1
O=C(N/N=C/c1ccc(O)cc1)c1cc[n+](Cc2ccccc2)cc1,7,-9,-1,-3,0,5,5,3,-3
COc1ccccc1NC(=O)c1nn(-c2ccc(OC(F)(F)F)cc2)ccc1=O,-13,-2,0,0,6,1,5,8,3
Cc1ccc(C(=O)Nc2ccc(C(=O)/C=C/c3cccs3)cc2)cc1,-8,-1,1,2,12,5,0,5,-8
CSc1ccc(CNC(=O)C2Cc3cc(S(=O)(=O)N4CCCCC4)ccc3N2C(C)=O)cc1 (stereo unspecified),-4,-3,5,-4,0,1,1,-1,2
O=c1oc2ccccc2cc1-c1csc(NN=C2CCCC2)n1,-3,-8,2,-1,2,4,-1,0,-4
Cc1cc(O)c(C(C)C)cc1NC(=S)Nc1cc(C(C)C)c(O)cc1C,6,-2,14,-5,1,21,15,-18,24
Cc1ccc(CNc2ncc(-c3ccccc3)n2C)o1,14,-6,1,-10,-5,4,-1,-12,-1
NS(=O)(=O)c1ccc(NC(=O)/C=C/c2ccccc2Cl)cc1,-9,-7,1,1,7,4,7,2,7
O=C(Nc1ccc(F)c([N+](=O)[O-])c1)C1CC(=O)N(Cc2ccccc2)C1 (stereo unspecified),-13,3,4,4,8,-4,6,4,2
O=C1c2ccccc2C2(c3ccccc3)N1CCN2C(=O)C(Cl)(Cl)Cl (stereo unspecified),-6,-3,-3,-9,10,3,-1,-14,5
C=C1C(=O)O[C@H]2[C@H]1[C@@H](O)CC(=C)[C@@H]1CC(=O)[C@@H](C)[C@H]21,-1,-3,0,-2,6,-1,nt,-3,15
O=C(CSc1ccccc1)Nc1ccccc1C(=O)O,-3,-1,-2,2,7,12,9,1,1
OC(C#Cc1ccccc1)(c1ccccc1)c1ccccc1,-31,-6,-1,-1,12,8,3,-2,12
Cc1nnc(SCc2cccs2)[nH]c1=O,-19,-4,0,-5,4,4,5,-2,-5
COc1ccc(CCNC(=O)COC(=O)c2sc(C)nc2C)cc1,1,-2,0,5,0,2,-2,-7,-4
CCCc1cc(=O)n2nc(N3CCC(C(=O)N4CCN(c5cccc(OC)c5)CC4)CC3)sc2n1,4,-2,8,4,-1,-4,20,0,-4
Cc1c(C(=O)N2CCN(c3ccc([N+](=O)[O-])cc3)CC2)oc2ccccc12,12,-9,4,-1,-11,0,6,-11,-10
CCN(CC)S(=O)(=O)c1cccc(C(=O)Nc2nc3cc4c(cc3s2)OCCO4)c1,28,-3,13,9,-21,12,4,-12,8
CCOc1ccc(CCNC(=O)CCNC(=O)c2ccc(Br)cc2)cc1OCC,-8,-4,0,-2,3,9,-1,4,8
COc1cc2[nH]c(=S)nc(Nc3ccc(NC(C)=O)cc3)c2cc1OC,-8,-7,0,-2,13,3,2,4,-4
N/C(=N\OC(=O)COc1ccc(Br)cc1Cl)c1ccncc1,7,-6,2,-2,4,1,14,0,1
COc1ccc(-c2c(C)cc3oc(=O)cc(-c4ccccc4)c3c2C)cc1F,-20,5,-1,-2,16,3,-1,-3,-9
Cc1sc2nc(CSCC(=O)Nc3ccc(C(=O)N(C)C)cc3)[nH]c(=O)c2c1C,-10,-2,2,0,12,8,10,-3,7
CC1CCCCC1NC(=O)COC(=O)c1ccccc1NC(=O)c1ccco1 (stereo unspecified),-3,-3,1,-2,7,-3,2,-2,4
CCN1CCN(CC(=O)N2N=CCC2c2ccccc2)CC1 (stereo unspecified),5,-8,0,-3,-4,1,0,-2,15
COc1cccc(CNC(=O)CCc2ccc(OC)c(OC)c2)c1,11,-3,1,-2,4,-4,0,0,13
NS(=O)(=O)c1ccc(CCNc2ccc(C(F)(F)F)cn2)cc1,-15,-4,0,-4,7,-14,2,-4,13
O=C(/C=C/c1ccc(-c2ccc(F)cc2)o1)N1CCCC1,-7,-3,-2,-4,8,-5,2,0,5

# Complete entries as entered above. Values in the order: M1 antag	CHRM1 agonist	CHRM4 agonist	M5 ag	M1 PAM	CHRM4 antagonist	TAAR1 agonist	M5 PAM	CHRM5 antagonist
# Results for CCOC(=O)c1[nH]c2ccccc2c1NC(=O)c1ccc2c(c1)OCO2 → -5	-3	2	2	4	-21	0	-5	-4
# Results for O=C(CSc1ccccc1)Nc1ccccc1C(=O)O → -3	-1	-2	2	7	12	9	1	1
# Results for O=C(N/N=C/c1ccc(O)cc1)c1cc[n+](Cc2ccccc2)cc1 → 7	-9	-1	-3	0	5	5	3	-3
# Results for Cc1cc(O)c(C(C)C)cc1NC(=S)Nc1cc(C(C)C)c(O)cc1C → 6	-2	14	-5	1	21	15	-18	24
# Results for CCOC(=O)CC1C(=O)NCCN1S(=O)(=O)c1cc(Cl)c(Cl)cc1Cl (stereo unspecified) → -6	-3	1	-3	5	5	13	7	-6

# Next section
SMILES,M1 antag,CHRM1 agonist,CHRM4 agonist,M5 ag,M1 PAM,CHRM4 antagonist,TAAR1 agonist,M5 PAM,CHRM5 antagonist
O=C(NCCCN1CCCCCC1)C1CC(=O)N(CCc2ccccc2)C1 (stereo unspecified),-3,-5,0,-1,2,14,-1,0,-1
O=c1[nH]cnc2c1nnn2C1OC(CO)C(O)C1O (stereo unspecified),-1,-2,0,3,1,-6,3,-1,0
O=C(CN(Cc1ccco1)S(=O)(=O)c1cccs1)Nc1ccccc1C(F)(F)F,-11,-4,3,-5,3,-15,5,2,-6
Cc1cc(C)c(C)c(S(=O)(=O)NCC(=O)Nc2sc3c(c2C(N)=O)CCCC3)c1C,-12,-2,1,-4,8,-6,-2,1,-5
O=C(CN1CCOCC1)NN1CC(=O)N(c2ccc(Cl)cc2)CC1=O,-22,-1,1,1,20,5,0,7,4
O=C(NC1CCCC1)C(c1ccncc1)N(C(=O)c1csnn1)c1cccc(F)c1 (stereo unspecified),-8,-1,-1,0,5,3,-1,1,7
CN1OC[C@@H]2CN(C(=O)c3ccco3)[C@H](c3ccc(-c4ccc(C#N)cc4)cc3)C[C@@H]21,-11,-2,3,-1,5,-15,2,2,7
CN(C(=O)CSc1nnc(-c2ccc(F)cc2)n1C)C1CCS(=O)(=O)C1 (stereo unspecified),2,-8,1,-1,1,3,0,-1,17
Cc1ccc(C)c(S(=O)(=O)N2CCN(C(=O)C(C)Sc3ccccc3)CC2)c1 (stereo unspecified),-14,8,5,7,7,-1,5,-4,8
COC(=O)c1ccc(C(NC(=O)c2cccnc2)NC(=O)c2cccnc2)cc1,-14,-4,2,0,11,-2,13,-1,-3
CC(C)(C)c1ccc(-n2ncc3c2CCCC3NC(=O)CCCn2cncn2)cc1 (stereo unspecified),-2,0,4,0,1,4,1,-9,13
CCOC(=O)c1sc(NC(=O)CSc2n[nH]c(CC(C)C)n2)nc1C,16,-4,0,0,-11,4,1,-2,-6
NC(=O)c1ccsc1NC(=O)COC(=O)CCCOc1ccccc1,27,3,22,8,-13,7,11,-19,11
Cc1ccc(Nc2ccc3nonc3c2[N+](=O)[O-])cc1,-7,-3,0,-2,4,-4,2,-6,-2
COc1ccc(C(CNC(=O)c2oc3cc(C)c(C)cc3c2C)N2CCCCC2)cc1 (stereo unspecified),4,-2,1,-6,2,0,0,-1,10
CN1CCN(C(=O)c2ccc(S(=O)(=O)Nc3ccccc3)cc2)CC1,1,-3,2,2,1,-8,20,2,-5
CN(C)c1nc(OCCNC(=O)Nc2ccccc2)nc(N2CCOCC2)n1,-14,-2,4,1,0,-2,3,5,-5
CN(CC(=O)Nc1ccc(F)cc1)C(=O)COC(=O)c1ccc(-c2ccccc2)cc1,-10,-1,2,3,10,5,3,4,2
CCCCN1CC(COCc2ccccc2)Oc2cccc(Oc3ccc(F)cc3)c2S1(=O)=O (stereo unspecified),1,0,0,1,-3,-2,1,-2,-9
CC1Sc2ccc(C(=O)N(CCc3ccccc3)Cc3ccccc3)cc2NC1=O (stereo unspecified),4,-4,11,10,-6,-21,2,-1,2
COc1ccc(-c2nc(CS(=O)CC(=O)NCCCN3CCCC3)c(C)o2)cc1OC (stereo unspecified),-9,-5,0,0,4,-8,19,1,3
O=C(NCCc1ccccc1)c1ccc2c(c1)OCCCO2,-17,-6,1,-4,15,12,46*,2,11
O=C(Nc1ccc(Cl)c(Cl)c1)Nc1ccccc1O,19,2,18,3,-7,16,14,-25,42*
O=C1NC[C@@H](CCCCN2CCN(CCc3ccc(O)cc3)C(=O)C2=O)N(CC2CCCCC2)C1=O,nt,nt,1,0,nt,1,0,-6,13
CC(=O)Nc1ccc(NC(=O)c2cc(S(=O)(=O)N3CCCCC3)ccc2C)cc1,-7,-6,1,-3,6,-3,7,-2,-3
O=C(COC(=O)CCCN1C(=O)c2ccccc2C1=O)Nc1cc(Cl)cc(Cl)c1,-1,-7,4,1,2,-7,3,-7,-4
